CRE-bla Fsk = Cell signaling CRE-BLA (Fsk stim) | CHO CRE-bla reporter (cAMP response element driving beta-lactamase), forskolin EC10, beta-lactamase ratio | Potency, µM (series often up to 38.2 µM), inactives show top-dose activity change, negative = inhibition, most hits filed as activators | hit rate 2.5% among 71,000; active means well fitted activation curve with a large enough effect in the signal ratio, with a control signal flat, not every such curve was filed as active; inconclusive means small, poorly fitted or top-dose-only effect, or effect the other way, or a change in a side signal; the % refers to the signal ratio; further: potency means the concentration at half of the fitted maximal effect; % of control where 0% means no effect
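Reporter-gene assay: CHO cells with beta-lactamase behind cAMP responsive elements, co-treated with compound and EC10 NKH 477 for 3 hours at 37 degrees Celsius. Activity came from the 460/530 nm CCF4 emission ratio.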
GFP derepression = qHTS Assay for Epigenetic Modulators. mouse C127i GFP locus derepression, cytometry, 30 h. Potency, µM (doses to about 46.1 µM), for inactives: at the top dose GFP derepression (activation). hit rate 0.09% among 68,000. AID 597, 2007; further: % of control where 0% means no effect
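Derepression screen: silenced CMV-GFP reporter in murine C127i cells, 30 h compound incubation at 37 C, washed cells imaged by laser-scanning cytometer to enumerate GFP-expressing objects of 20 to 120 um.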
USP2a inhib = qHTS Assay for Inhibitors of Ubiquitin-specific Protease USP2a. Ubiquitin carboxyl-terminal hydrolase 2 (Homo sapiens), O75604. USP2a enzymatic assay, qHTS inhibition. Potency, µM (titrated, usually from 38.3 µM), inactives show at the top dose activity change, negative = inhibition, usual class: inhibitors. hit rate 0.1% among 60,000;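 further: potency means the concentration at half of the fitted maximal effect; nearly all actives have a fitted effect of over 60% in size; plate controls were DMSO for no effect and NEM full inhibition control for full effect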
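USP2 core (20 nM final) was preincubated with compound for 30 min at RT in 20 mM Tris-HCl pH 8.0, 2 mM CaCl2, 2 mM beta-mercaptoethanol; Ub-PLA2 (20 nM) plus NBD C6-HPC (20 uM) then added, fluorescence read after 2.5 h.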
Ub-GFP proteasome = Ubiquitin-GFP Assay. Ubiquitin-GFP reporter cells, proteasome inhibition, GFP fluorescence; response scale: untreated = 0%, 10 µM MG-132 = 100%. Potency, µM (highest dose often 45.9 µM), inactives show at the highest dose activation (GFP accumulation), usual class: activators. 67,000 tested, under 10 active; active means well fitted activation curve with a large enough effect, not every such curve was filed as active; inconclusive means small, poorly fitted or top-dose-only effect, or another doubt; inactive means no such curve, though single readings can be large or run the other way; further: potency means the concentration at half of the fitted maximal effect
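U2OS Ub(G76V)-GFP reporter; O/N plating, 0.5% FBS; cpd 46 uM–2.9 nM, 4 h, 37 °C; GFP+ cell count, 488/515 nm; norm. to basal vs 10 uM MG-132; CRC fit.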
HBB splice mod = qHTS Assay for Modulators of Hemoglobin Beta Chain Splicing; Potency, µM (series often up to 46.1 µM), for inactives: top-dose activation, most hits filed as activators; HBB splicing reporter cell assay, activation; EGFP reporter with mutant IVS2-654 intron; response scale: normalised to 500 nM splice-correcting PNA; hit rate 0.06% among 65,000; AID 925, 2007; further: potency means the concentration at half of the fitted maximal effect; 0% is about no effect
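Compounds were applied for 2 days to HeLa EGFP-654 cells, 500/well in Optimem with 2% FCS. The reporter's EGFP is disrupted by mis-splicing of beta-globin intron IVS2-654. Readout: summed well GFP fluorescence from 488 nm laser scanning; reference was 500 nM antisense […] 654 PNA.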
Hsp90 Hop PPI = qHTS Assay for Disrupters of an Hsp90 Co-Chaperone Interaction. AlphaScreen TPR2A-His6 binding biotin-Hsp90 C-terminal peptide. Potency, µM (highest dose often 57 µM), for inactives: at the top dose activity change, negative = inhibition. hit rate 0.44% among 71,000; active means well fitted curve in either direction with a large enough effect; inconclusive means small, poorly fitted or top-dose-only effect, or another doubt; further: potency means the concentration at half of the fitted maximal effect; on the % scale 0 is the no-effect control and ±100 the full control effect; many of its hits are not listed in these tables
HADH2 inh = qHTS Assay for Inhibitors of HADH2 (Hydroxyacyl-Coenzyme A Dehydrogenase, Type II); 3-hydroxyacyl-CoA dehydrogenase type-2 (Homo sapiens), Q99714; hit rate 3.4% among 73,000; Potency, µM (doses to about 57.1 µM), for inactives: at the top dose activity change, negative = inhibition, actives largely listed as inhibitors; recombinant HADH2, NADH fluorescence, beta-hydroxybutyryl-CoA; AID 886, 2007; further: potency means the concentration at half of the fitted maximal effect; on the % scale 0 is the no-effect control and ±100 the full control effect; nearly all actives have a fitted effect of over 60% in size; many of its hits are not listed in these tables
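20 nM HADH2 + cpd, 15 min RT; add 1 mM NAD+/90 uM beta-hydroxybutyryl-CoA; kinetic fluorescence 360/450 nm, 4 min. Tris-HCl pH 9.0, 0.01% Tween-20.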
ALOX15 inhib = qHTS Assay for Inhibitors of 15-hLO (15-human lipoxygenase) | Polyunsaturated fatty acid lipoxygenase ALOX15 (Homo sapiens), P16050 | purified 15hLO-1, xylenol orange hydroperoxide absorbance | Potency, µM (series often up to 57.1 µM), without a hit: at the highest dose activity change, negative = inhibition, hits mostly inhibitors | hit rate 1.4% among 74,000 | AID 887, 2007; further: potency means the concentration at half of the fitted maximal effect; on the % scale 0 is the no-effect control and ±100 the full control effect; nearly all actives have a fitted effect of over 55% in size
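Hydroperoxide formed from arachidonic acid (50 uM) by purified human 15hLO-1 (40 nM) oxidizes ferrous iron, and the ferric-xylenol orange complex is read at 573 versus 405 nm. Compounds were preincubated 15 min; reaction ran 6 min at room temperature.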
BRCT inh red = qHTS Assay for Inhibitors of BRCT-Phosphoprotein Interaction (Red Fluorophore); Breast cancer type 1 susceptibility protein (Homo sapiens), P38398; BRCT-phosphopeptide binding, red fluorescence polarization; Potency, µM (doses to about 76.9 µM), inactives show at the top dose activity change, negative = inhibition, usual class: inhibitors; hit rate 0.03% among 75,000; AID 892, 2007; further: on the % scale 0 is the no-effect control and ±100 the full control effect
Target sequence (P38398 whole entry, looked up): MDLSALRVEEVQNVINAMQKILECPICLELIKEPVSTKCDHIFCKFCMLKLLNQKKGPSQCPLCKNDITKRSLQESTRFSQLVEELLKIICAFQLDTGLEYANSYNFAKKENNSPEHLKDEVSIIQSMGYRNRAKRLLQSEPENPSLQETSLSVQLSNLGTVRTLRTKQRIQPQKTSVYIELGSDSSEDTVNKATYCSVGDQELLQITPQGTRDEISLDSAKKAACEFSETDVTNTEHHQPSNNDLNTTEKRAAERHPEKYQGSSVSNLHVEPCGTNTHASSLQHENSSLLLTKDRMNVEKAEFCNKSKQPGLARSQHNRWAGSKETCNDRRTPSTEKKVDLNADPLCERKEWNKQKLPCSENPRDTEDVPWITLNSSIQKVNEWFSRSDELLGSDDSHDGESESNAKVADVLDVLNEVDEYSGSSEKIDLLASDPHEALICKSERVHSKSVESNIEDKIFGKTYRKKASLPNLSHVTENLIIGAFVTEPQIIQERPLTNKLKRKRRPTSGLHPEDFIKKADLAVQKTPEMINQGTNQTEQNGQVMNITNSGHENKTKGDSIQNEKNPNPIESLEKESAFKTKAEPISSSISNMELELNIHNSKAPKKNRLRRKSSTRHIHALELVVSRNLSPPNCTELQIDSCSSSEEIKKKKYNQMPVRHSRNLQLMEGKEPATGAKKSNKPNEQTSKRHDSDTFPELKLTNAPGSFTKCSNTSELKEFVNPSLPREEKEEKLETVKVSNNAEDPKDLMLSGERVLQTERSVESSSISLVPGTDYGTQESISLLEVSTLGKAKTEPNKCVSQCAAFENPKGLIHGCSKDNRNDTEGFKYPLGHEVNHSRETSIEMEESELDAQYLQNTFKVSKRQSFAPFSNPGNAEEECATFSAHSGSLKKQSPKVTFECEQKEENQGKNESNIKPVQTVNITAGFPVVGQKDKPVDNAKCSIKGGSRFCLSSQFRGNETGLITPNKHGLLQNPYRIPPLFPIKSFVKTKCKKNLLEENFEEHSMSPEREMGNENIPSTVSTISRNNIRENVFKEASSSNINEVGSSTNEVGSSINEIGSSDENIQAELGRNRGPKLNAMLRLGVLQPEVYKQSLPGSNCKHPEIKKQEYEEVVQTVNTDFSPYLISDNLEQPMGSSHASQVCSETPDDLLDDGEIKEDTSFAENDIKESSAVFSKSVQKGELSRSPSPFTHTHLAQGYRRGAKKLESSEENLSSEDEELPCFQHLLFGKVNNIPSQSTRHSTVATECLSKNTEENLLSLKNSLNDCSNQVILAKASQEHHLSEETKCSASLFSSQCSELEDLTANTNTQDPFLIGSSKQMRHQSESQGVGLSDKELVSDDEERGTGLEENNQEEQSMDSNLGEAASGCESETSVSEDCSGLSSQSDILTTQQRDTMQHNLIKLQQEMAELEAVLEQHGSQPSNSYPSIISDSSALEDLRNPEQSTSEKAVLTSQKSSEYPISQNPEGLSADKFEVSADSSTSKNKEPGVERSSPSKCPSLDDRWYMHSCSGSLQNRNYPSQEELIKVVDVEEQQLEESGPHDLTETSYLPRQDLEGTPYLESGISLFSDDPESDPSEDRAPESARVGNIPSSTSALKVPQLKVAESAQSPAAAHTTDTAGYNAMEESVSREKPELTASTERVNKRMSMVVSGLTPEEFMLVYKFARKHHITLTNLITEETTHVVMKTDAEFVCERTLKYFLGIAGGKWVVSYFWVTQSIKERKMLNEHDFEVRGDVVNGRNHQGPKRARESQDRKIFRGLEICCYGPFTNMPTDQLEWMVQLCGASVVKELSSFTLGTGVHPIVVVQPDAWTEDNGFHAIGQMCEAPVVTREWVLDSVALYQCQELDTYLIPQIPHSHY
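Fluorescence polarization: 100 nM His-tagged BRCA1 BRCT with 100 nM TAMRA-labelled phospho-BACH1 decapeptide, phosphate buffer pH 7.3 with 150 mM NaCl, DTT, 0.01% Tween 20; 12 min RT. Binding inhibition seen as FP decrease.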
BRCT inh green = qHTS Assay for Inhibitors of BRCT-Phosphoprotein Interaction (Green Fluorophore); Breast cancer type 1 susceptibility protein (Homo sapiens), P38398; BRCA1 BRCT-phosphopeptide binding, green fluorescence polarization; Potency, µM (series often up to 76.9 µM), for inactives: top-dose activity change, negative = inhibition, actives largely listed as inhibitors; hit rate 0.05% among 75,000;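 further: potency means the concentration at half of the fitted maximal effect; plate controls were peptide without protein for full effect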
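Fluorescence polarization: His-tagged BRCT (~35 kDa BRCA1 C-terminus, 250 nM) bound to 100 nM fluorescein-labeled phosphorylated 10-aa BACH1 peptide, pH 7.3 phosphate buffer with DTT and Tween 20. Compounds incubated 12 min at room temperature; inhibition read as lowered polarization.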
Pol III holo inh = qHTS Assay for Inhibitors of DNA Polymerase III Holoenzyme System. reconstituted DNA polymerase III holoenzyme replication, biochemical. Potency, µM (highest dose often 57.1 µM), for the others: at the top dose activity change, negative = inhibition. hit rate 0.25% among 71,000; further: potency means the concentration at half of the fitted maximal effect; on the % scale 0 is the no-effect control and ±100 the full control effect
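Reconstituted *E. coli* holoenzyme (0.35 nM Pol III, 1 nM beta, 154 nM SSB, 2 nM primase) was preincubated with compound for 15 min at RT. Synthesis on 1.4 nM ssM13Gori ran 35 min, then was stopped with PicoGreen/EDTA and read as dsDNA fluorescence.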
* = called active by the depositor; u = inconclusive; x = not tested or not shown; [ ] = dose if it differs, or a comment. Unless noted, the call rests on the fitted dose curve; in most records, active means well fitted curve in the direction sought with a large enough effect; inconclusive means small, poorly fitted or top-dose-only effect, or another doubt; inactive means no such curve, though single readings can be large; an effect the other way counts as inactive or inconclusive.

Under each structure – CRE-bla Fsk, GFP derepression, USP2a inhib, Ub-GFP proteasome, HBB splice mod, Hsp90 Hop PPI, HADH2 inh, ALOX15 inhib, BRCT inh red, BRCT inh green, Pol III holo inh
#1 Cc1cccc(N2CCCn3c2nc2c3c(=O)n(CCN3CCOCC3)c(=O)n2C)c1
→ -7%, 0%, 1%, x, 2.8%[0.369 µM], -4%, -9%, -12%, 2.1%, -0.6%, -8%
#2 CN1CCN(c2ncc3ncc(=O)n(-c4ccccc4)c3n2)CC1
→ u, 3%[9.22 µM], 1%, 5%, 0.6%, -7%, 6%, 19%, 0.6%, -1.1%, -3%
#3 CCOc1ccccc1OC(=O)c1ccco1
→ u, 0%, 2%, 6%, 1.2%, 1%, -4%, -1%, 0.2%, -2.5%, 2%
#4 COc1cc(C(=O)N2CCN(C(=O)C(Cc3cc(C)ccc3C)NC(C)=O)CC2)cc(OC)c1OC (configuration not stated)
→ u, 0%, 11%, 0%, -5.5%, -3%, 7%, 1%, -1.1%, -6.4%, -2%
#5 CCn1c(SCC(=O)c2cc(OC)ccc2OC)nnc1-c1ccncc1
→ u, 0%, -3%, 4%, -1.6%, -6%, -4%, -14%, 1.2%, 0.2%, -8%
#6 COc1ccc(N2C(=O)CC(Sc3nc(C)c4c(n3)CCCC4)C2=O)cc1 (configuration not stated)
→ 4%, 2%, 15%, -5%, -0.7%[57.5 µM], -6%, 19%, 3%, -0.6%, -1.7%, -2%
#7 CNC(=O)NC(=O)COC(=O)CCCOc1ccc(OC)cc1
→ -5%, 1%, -2%, -3%, -0.9%, -1%, 20%, -29%, -0.7%, -0.5%, -5%
#8 CCOc1ccc(-c2nnn(CC(=O)N3CCN(c4ccc(OC)cc4)CC3)n2)cc1OCC
→ u, -2%, 37%[activator], -1%, x, -6%, 7%, -9%, 0.4%, 2.5%, 6%
#9 Cc1ncc(CO)c2c1OC(C)(C)OC2
→ 1%, 5%, 0%, -3%, -0.1%[57.5 µM], -4%, 10%, 2%, 0.2%, -2.1%, -3%
#10 CCOC(=O)NC1(C(F)(F)F)C(=O)NC(C)=C1C(=O)OC (configuration not stated)
→ 1%, 4%, -3%, -2%, 0.7%, -3%, 9%, -2%, 1.2%, -1.0%, -1%
#11 COc1cc2c(cc1OC)C1(NCC2)C(=O)Nc2ccccc21 (configuration not stated)
→ 1%, 2%, 1%, 2%, 0.1%[57.5 µM], 1%, -1%, 10%, -0.2%, -1.5%, -3%
#12 CC(=O)c1ccc(N2CCN(C(=O)CCCn3c(=S)[nH]c4cc5c(cc4c3=O)OCO5)CC2)cc1
→ 9%, 4%, 26%, 0%, -4.0%[0.369 µM], -2%, u, -8%, -0.3%, -0.6%, -4%
#13 Cc1nc(NCc2ccccc2)c2nc(-c3ccccc3)n(CCN3CCOCC3)c2n1
→ u, x, x, -6%, -1.1%, -5%, u, 20µM*, 0.8%, 1.2%, 1%
#14 CCOC(=O)C1CCN(C(=O)Cc2c(C(=O)O)[nH]c3ccccc23)CC1
→ -5%, -3%, -4%, 20%, -0.9%, -1%, -8%, -4%, 0.4%, -1.4%, 3%
#15 Cc1ccc(-c2cc(C(=O)NCc3cccnc3)no2)cc1
→ 2%, 0%, -5%, 4%, -0.3%, -5%, 2%, -6%, -0.3%, -1.1%, -2%
#16 CC1=Nn2c(nnc2-c2ccco2)SC1
→ -3%, 6%, -6%, 2%, -1.0%, -6%, 2%, 1%, 1.7%, 0.6%, -5%
#17 CCOc1ccc(NCc2nnc(SCC(=O)Nc3cc(C)on3)n2-c2ccc(OC)cc2)cc1
→ 0%, 0%, 26%, -6%, -1.0%, -23%, 2%, -11%, 0.0%, -3.0%, -6%
#18 CCN(CC)CCNc1ccnc2cc(Cl)ccc12
→ -10%, 3%, -2%, -1%, -0.8%, -5%, -9%, -13%, 0.4%, 0.2%, -12%
#19 CCCc1nc(SCC(=O)Nc2cc(Cl)ccc2OC)c2c(=O)n(C)c(=O)n(C)c2n1
→ u, x, x, 11%, -0.4%, -4%, 5%, 7%, -0.9%, -0.9%, -4%
#20 O=C(Nc1ccc(Oc2ccccc2)cc1)c1ccco1
→ -3%, -3%, 2%, 4%, 0.0%, 2%, 0%, -5%, -0.5%, -1.4%, -6%
#21 O=c1[nH]cnc2nc3n(c12)CCCCC3
→ 2%, 2%, -3%, -5%, 5.9%[0.369 µM], 0%, -8%, 7%, -3.1%, -1.5%, -3%
#22 COc1ccc(CSc2nc(C)cc(=O)[nH]2)cc1Br
→ 24%, 3%, -8%, 1%, -2.2%, -15%, -1%, -6%, 1.7%, 0.3%, 0%
#23 COc1cccc(CNC(=O)CCCNS(=O)(=O)c2cccs2)c1
→ u, 1%, 2%, 1%, 1.5%, -1%, -1%, 7%, -0.8%, -0.2%, -2%
#24 CCOc1nc(NCCc2ccc(OC)c(OC)c2)nc(NC(C)(C)CO)n1
→ u, 5%, 8%, -4%, -1.2%, -4%, -7%, 3%, -0.2%, 1.3%, -1%
#25 CCC/C=C(\CCC)C(NC(=O)Oc1ccc(F)cc1)c1ccc(C(=O)OC)cc1 (configuration not stated)
→ 6%, x, x, x, 4.8%, 2%, -2%, x, -1.2%, -0.9%, -3%
#26 Cc1ccc(NCCNc2ccc(C)cc2)cc1
→ 0%, 1%, x, 0%, 0.0%[57.5 µM], -3%, 6%, 16%, -2.5%, 0.9%, -2%
#27 Cc1cnc(CNc2ncnc3ccc(-c4ccccc4CN(C)C)cc23)cn1
→ u, -3%[9.22 µM], -4%, 1%, -0.9%, 0%, -1%, -12%, 2.1%, 3.1%, -4%
#28 COC(=O)C1=C(C)NC(C)=C(C(=O)OC)C1c1ccc(N(C)C)cc1
→ u, 1%, -2%, -3%, -4.2%, -7%, 4%, -11%, 0.6%, -1.4%, -4%
#29 CCOC(=O)N1CCC(NC(=O)Cn2nc(Cc3ccncc3)c3ccccc3c2=O)CC1
→ 2%, x, x, -6%, 0.7%, -6%[2.3 µM], 5%, 2%, 0.2%, -2.0%, -2%
#30 N#CCCn1c2ccccc2c2nc3ccccc3nc21
→ 3.2µM*, 0%, x, 0%, 0.0%[57.5 µM], 8%, 7%, -13%, -2.0%, -1.8%, -10%
#31 COc1ccc(S(=O)(=O)N(CC(=O)N2CCN(c3ccccc3OC)CC2)c2ccccc2)cc1
→ -8%, 0%, 29%, 0%, 0.7%, -11%, -3%, -9%, -0.5%, 1.2%, -1%
#32 CCCn1c(CCC(=O)O)ccc1-c1ccc(OC)cc1
→ u, -6%, 38%[activator], -2%, -0.3%, -11%, -29%, u, 1.6%, 6.2%, -4%
#33 O=C(c1csnn1)N1CCC2(CC1)CN(c1cccc(-c3ccccc3)c1)C2
→ -13%, -5%[9.22 µM], 131%[activator], -5%, 3.5%, u, 8%, -8%, -0.6%, -6.0%, 29%

Some entries already given with just HBB splice mod.
| nr | SMILES | HBB splice mod |
| --- | --- | --- |
| 21 | O=c1[nH]cnc2nc3n(c12)CCCCC3 | 5.9%[0.369 µM] |
| 22 | COc1ccc(CSc2nc(C)cc(=O)[nH]2)cc1Br | -2.2% |
| 23 | COc1cccc(CNC(=O)CCCNS(=O)(=O)c2cccs2)c1 | 1.5% |

Screening results: PubChem BioAssay, National Center for Advancing Translational Sciences (NCATS)

A portion of the library; rates above refer to the full screens.
